# TGFb SMAD3 inh – TGF-b pathway inhibition | 410,000 compounds, 1.2% hits | Potency, µM (highest dose often 46.1 µM), without a hit: at the highest dose activity, negative = inhibition, most hits filed as inhibitors | AID 588855 | HepG2 CAGA-GFP TGF-b/SMAD3 reporter, GFP fluorescence, 18 h; TGF-beta stimulated, 500 pg/mL final; further: potency means the concentration at half of the fitted maximal effect; on the % scale 0 is the no-effect control and ±100 the full control effect; nearly all actives have a fitted effect of over 65% in size
#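 Inhibition was scored as loss of TGF-beta-induced (500 pg/mL final, 18 hours, 37 degrees C) GFP in HEPG2 cells carrying a CAGA-GFP reporter, in DMEM with 1% FBS. Well GFP was summed per cell; Activity was normalised to unstimulated and stimulated DMSO wells, then concentration-response fitting.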
# Nrf2 inh – inhibitors of Nrf2 signaling. A549 ARE-Fluc reporter, luciferase luminescence, 18-24 h. AID 504444. Potency, µM (titrated, usually from 46 µM), for inactives: at the highest dose activity change, negative = inhibition, hits mostly inhibitors. 360,000 compounds, 2.1% hits; further: potency means the concentration at half of the fitted maximal effect; on the % scale 0 is the no-effect control and ±100 the full control effect; nearly all actives have a fitted effect of over 60% in size
#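 A549 ARE_Fluc cells, 5000/well, 5% FBS OPTI-MEM; compounds in dose-response, 18-24 h at 37 °C/5% CO2; CellTiter-Fluor viability read (Ex 405/Em 525), then BugLite luciferase luminescence = Nrf2 activity.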
# CCT chaperon mod – cytosolic chaperonin activity modulation. purified chaperonin ATPase assay, HTRF ADP detection, 30 min. activity change, % (test concentration not listed), hits read low. 360,000 compounds, 0.3% hits. AID 651819; in the data active means activity change below about -30%; further: on the % scale 0 is the no-effect control and ±100 the full control effect
#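 Nucleotide hydrolysis assay: TRiC at 20–40 nM final (set by batch activity) with 10 uM ATP, 30 min at 37 °C, in presence of 76 uM compound. Detection by competitive ADP HTRF, 30 min ambient.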
# Akt phos inh – inhibitors of Akt phosphorylation; activity change, % for hits at 50 µM; Neuro2A IGF-stimulated pAkt S473 HTRF, 20 min; active compounds read low; 360,000 compounds, 0.32% hits; in the data active means activity change below about -80%; inconclusive means mostly about -51% to -80%; further: on the % scale 0 is the no-effect control and ±100 the full control effect
#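 Neuro2A cells (4,500/well, DMEM with 0.5% FBS) were treated with compound at a single 50 µM final concentration, stimulated with 6 nM IGF for 20 min at 37 °C, and lysed. Phospho-Akt Ser473 was read by HTRF as 665/615 ratio ×10^4.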
# EPAC2 agonist – activates human EPAC2 exchange factor; Q8WZA2; EPAC2 activation, biochemical qHTS; response scale: 100% = 6.5 mM cAMP response; Potency, µM (titrated, usually from 154 µM), for inactives: at the highest dose activation, hits mostly activators; 360,000 compounds, 0.079% hits; AID 720711; further: potency means the concentration at half of the fitted maximal effect; nearly all actives have a fitted effect of over 50% in size
# Target sequence (Q8WZA2 whole entry, looked up): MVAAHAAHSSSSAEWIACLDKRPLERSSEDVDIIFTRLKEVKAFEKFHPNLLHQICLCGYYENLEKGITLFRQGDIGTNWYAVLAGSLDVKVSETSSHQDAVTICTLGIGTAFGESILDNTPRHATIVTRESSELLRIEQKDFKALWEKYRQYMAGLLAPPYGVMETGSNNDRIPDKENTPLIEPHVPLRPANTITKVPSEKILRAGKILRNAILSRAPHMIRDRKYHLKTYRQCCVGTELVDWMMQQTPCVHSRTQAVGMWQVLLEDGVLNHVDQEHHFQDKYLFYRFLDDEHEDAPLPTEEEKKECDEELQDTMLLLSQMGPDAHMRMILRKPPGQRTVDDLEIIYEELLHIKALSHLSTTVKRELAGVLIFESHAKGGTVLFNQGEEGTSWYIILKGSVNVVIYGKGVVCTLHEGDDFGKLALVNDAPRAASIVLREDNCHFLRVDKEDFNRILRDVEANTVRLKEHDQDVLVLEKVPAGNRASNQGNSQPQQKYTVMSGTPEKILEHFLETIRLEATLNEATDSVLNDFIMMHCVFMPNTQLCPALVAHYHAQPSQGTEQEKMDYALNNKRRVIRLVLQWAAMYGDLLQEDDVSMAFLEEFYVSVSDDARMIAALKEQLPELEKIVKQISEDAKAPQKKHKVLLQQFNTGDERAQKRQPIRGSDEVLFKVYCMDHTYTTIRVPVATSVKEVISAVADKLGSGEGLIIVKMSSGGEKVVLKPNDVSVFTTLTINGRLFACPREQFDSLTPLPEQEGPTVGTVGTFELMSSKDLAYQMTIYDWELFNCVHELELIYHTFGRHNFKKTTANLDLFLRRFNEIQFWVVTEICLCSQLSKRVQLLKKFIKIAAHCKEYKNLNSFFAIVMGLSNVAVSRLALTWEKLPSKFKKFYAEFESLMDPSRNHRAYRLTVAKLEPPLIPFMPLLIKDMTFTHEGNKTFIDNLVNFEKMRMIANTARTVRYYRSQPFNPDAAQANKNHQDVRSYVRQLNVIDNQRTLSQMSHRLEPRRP
#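 Guanine nucleotide exchange by EPAC2 is measured as reduced fluorescence of BODIPY-GDP once it is released from 250 nM Rap1B. Plates are read kinetically for 30 min at room temperature; results are scaled to 6.5 mM cAMP.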
# Nrf2 activator – activators of Nrf2 (ARE) signaling; AREc32 ARE-luciferase reporter (MCF7-derived line), luminescence, 24 h; Potency, µM (top dose mostly 46.1 µM), inactives show at the top dose activation, actives largely listed as activators; 410,000 compounds, 0.31% hits; further: potency means the concentration at half of the fitted maximal effect; % of control where 0% means no effect; nearly all actives have a fitted effect of over 65% in size
#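 For detection, Steady-Glo was added and plates sat 30 min at RT; before that, AREc32_Fluc cells grown overnight in OPTI-MEM/5% FBS had been treated with 23 nL compound for 24 hr at 37 deg C.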
# EPAC2 antag – EPAC2 (human) antagonism; Q8WZA2; Potency, µM (series often up to 114 µM), for the others: at the top dose activity, negative = inhibition, actives largely listed as inhibitors; 360,000 compounds, 0.18% hits; EPAC2 GEF exchange of Rap1B-BODIPY-GDP, fluorescence; further: potency means the concentration at half of the fitted maximal effect; on the % scale 0 is the no-effect control and ±100 the full control effect; nearly all actives have a fitted effect of over 45% in size; many of its hits are not listed in these tables
# MmCpn inh – blocks the Methanococcus maripaludis chaperonin Mm-Cpn; purified Mm-Cpn ATPase, ADP Transcreener TR-FRET; 330,000 compounds, 0.031% hits; Potency, µM (highest dose often 76.9 µM), inactives show at the highest dose activity, negative = inhibition, actives largely listed as inhibitors; further: potency means the concentration at half of the fitted maximal effect; on the % scale 0 is the no-effect control and ±100 the full control effect; nearly all actives have a fitted effect of over 80% in size
#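 TR-FRET (320 nm excitation; 590 and 665 nm emission) reports ADP made from 10 uM ATP by 25 nM enzyme; compounds were preincubated 10 min, reaction run 30 min, both at 37°C.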
# A549 viability – kills or reduces viability of A549 cells in Nrf2 counter-screen. Potency, µM (highest dose often 46 µM), without a hit: top-dose activity change, negative = cytotoxicity, hits mostly inhibitors. A549 ARE-Fluc cells, CellTiter-Fluor viability, 18-24 h. 390,000 compounds, 0.16% hits; further: potency means the concentration at half of the fitted maximal effect; on the % scale 0 is the no-effect control and ±100 the full control effect
#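 A549 ARE_Fluc cells in 5% FBS OPTI-MEM were exposed to compounds in concentration-response for 18-24 h at 37 deg C. Viability was read by CellTiter-Fluor fluorescence (Ex 405/Em 525) after 30 min, before the luciferase read.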
# Numbers without * were called inactive; i = inactive; ? = inconclusive; / = not tested or not shown; & = joins results of further samples; ! = a repeat was not active. Unless noted, the call rests on the fitted dose curve; in most records, active means well fitted curve in the direction sought with a large enough effect; inconclusive means small, poorly fitted or top-dose-only effect, or another doubt; inactive means no such curve, though single readings can be large; an effect the other way counts as inactive or inconclusive. The list is partial, so the mix of outcomes need not match the whole.
SMILES,TGFb SMAD3 inh,Nrf2 inh,CCT chaperon mod,Akt phos inh,EPAC2 agonist,Nrf2 activator,EPAC2 antag,MmCpn inh,A549 viability
O=S(=O)(Cc1cc(NCc2ccccc2)nc(-c2ccncc2)n1)c1ccccc1,?,-1.8%,0.4,i,-7.0%,0.2%,4.3%,0.3%,-2.0%
COCC(=O)NCCc1ccc(S(N)(=O)=O)cc1,13.6%,-2.2%,0.3,i,13.5%,-0.3%,-1.6%,2.5%,1.4%
CCCn1c(=O)c(C(=O)NCc2ccccc2Cl)c(O)c2ccccc21,0.4%,-4.1%,-3.7,i,4.7%,-0.2%,-4.4%,-1.0%,1.5%
CC(=O)N1CCN(c2nc(CC(C)C)c3c(c2C#N)CCC3)CC1,-3.2%,-10.0%,0.7,i,18.3%,1.0%,-3.8%,-1.7%,0.6%
CCOc1ccc(OCCC(=O)N2CCN(S(=O)(=O)c3ccc(F)cc3)CC2)cc1,?,-0.4%,3.3,i,-1.1%,0.3%,5.9%,-1.2%,-0.5%
Cn1nc(C(=O)OCC(=O)Nc2ccc(Cl)cc2Cl)c2ccccc2c1=O,-6.4%,-0.1%,0.6,i,-0.3%,0.4%,-2.6%,-3.8%,2.5%
COC(=O)c1cccc(NC(=O)CC2C(=O)NCCN2C(=O)c2ccc(F)cc2F)c1 (stereo not given),1.4%,-7.0%,-0.1,i,5.4%,0.0%,-7.4%,1.7%,-10.0%
CC(=O)Nc1ccc(S(=O)(=O)NCC(=O)OCC(=O)NCc2ccc3c(c2)OCO3)cc1,-19.8%,3.8%,2.5,i,4.0%,-0.2%,11.5%,0.5%,0.4%
CCOC(=O)N1CCN(c2c(NCCN(C)Cc3ccccc3)c(=O)c2=O)CC1,-11.5%,6.4%,-0.2,i,10.7%,-0.2%,5.6%,-1.1%,12.9%
COc1cccc(/C=N/NC(N)=S)c1OCc1cccc(Cl)c1,?,16.4µM*,0.2,i,18.9%,2.6%,-6.6%,0.8%,-19.9%
CCn1cc(C(=O)OCC(=O)Nc2cccc(Cl)c2Cl)c(=O)c2ccc(C)nc21,0.1%,29.9%,-1.0,i,1.6%,0.1%,2.2%,3.5%,0.7%
Cc1cc(N2CCC(C)CC2)nc2ccc(N3C(=O)CCC3=O)cc12,-15.4%,-4.8%,-0.9,i,3.9%,0.5%,-7.1%,0.9%,-12.1%
O=C(NCc1ccco1)c1nnc(Cc2ccc(Cl)cc2)o1,?,12.3%,-1.2,i,8.7%,4.3%,1.0%,1.3%,0.4%
COc1ccc(N2CCN(C(=O)CS(=O)Cc3nc(-c4ccc(OC)c(OC)c4)oc3C)CC2)cc1 (stereo not given),-0.3%,-3.1%,-3.0,i,1.3%,0.5%,-6.1%,-4.3%,-5.1%
CCOc1ccc(NC(=O)c2ccc(NC(=S)NC3CCCCC3)cc2)cc1,?,11.9%,2.7,i,7.2%,8.0%,9.2%,2.8%,-10.8%
O=C(O)c1cccc(-c2ccccc2)c1O,2.3%,13.7%,0.5,i,0.0%,0.4%,-11.8%,/,-1.9%
CCNC(=S)N/N=C/c1ccccc1[N+](=O)[O-],2.3%,4.2%,-1.4,i,15.7%,6.3%,-5.0%,0.1%,4.1%
CC(=O)Nc1cccc(C(=O)NC2CCCc3c2cnn3-c2ccccc2F)c1 (stereo not given),0.6%,-14.8%,-0.9,i,-0.6%,-0.5%,-2.3%,0.4%,-11.9%
COc1ccccc1/C=N/NC(=O)CC(=O)NCc1cccnc1,-5.3%,-10.3%,-2.2,i,11.4%,-1.4%,-1.6%,-2.5%,3.6%
O=C(CN1CCOCC1)N/N=C/c1ccc(C(=O)O)cc1,0.1%,3.9%,-3.2,i,-0.3%,-0.5%,9.6%,0.6%,-2.7%
COc1cccc(N2CCN(C(=O)c3oc4ccccc4c3NC(=O)Cc3ccc(OC)c(OC)c3)CC2)c1,-1.1%,27.5%,1.8,i,3.0%,0.2%,-1.9%,-7.6%,-15.6%
Cc1ccc(Cn2c(C)c3cnn(CC(=O)NCc4ccccc4)c(=O)c3c2C)cc1,?,22.2%,/,/,/,1.8%,/,/,-1.0%
Cc1ccc(N(C)S(=O)(=O)c2cccc(C(=O)Nc3nnc(C4CC4)s3)c2)cc1,-5.2%,-15.9%,1.4,i,-1.3%,2.7%,5.6%,-7.7%,-0.5%
O=C(Nc1c(Cl)cc(Cl)cc1C(=O)NCCN1CCOCC1)c1cccc([N+](=O)[O-])c1,-6.9%,-3.5%,0.2,i,6.0%,0.2%,0.4%,1.9%,-0.4%
C[C@@H]1C(=O)OC[C@H]1NC(=O)OCc1ccccc1,0.4%,?,-0.6,i,7.3%,-0.4%,11.9%,1.4%,6.8%
Cc1nc(C(F)(F)F)ccc1C(=O)N1CCC1(C)C(=O)NS(=O)(=O)c1cccc(Cl)c1 (stereo not given),5.5%,/,1.6,i,4.8%,-1.1%,0.9%,/,/
CCOC(=O)c1c(-c2ccc(C)o2)csc1NC(=O)CN1CCCCC1,?,-19.9%,2.0,i,-12.4%,5.5%,-23.0%,-6.4%,-0.3%
CN=C(NC1CCCCC1)c1ccc([N+](=O)[O-])cc1,0.8%,11.6%,-1.6,i,-0.6%,-2.4%,3.6%,-2.7%,-0.3%
O=C(Cc1c(F)cccc1Cl)c1ccc(O)cc1O,-12.4%,2.2%,1.0,/,11.5%,0.4%,3.3%,?,-7.3%
COc1ccc(/C=C/C(=O)Nc2cc(S(=O)(=O)N3CCOCC3)ccc2N2CCCC2)cc1OC,-2.6%,?,-2.6,i,2.1%,3.7%,-9.2%,-2.3%,-2.2%
CCOCCCN(Cc1cc2cc(C)cc(C)c2[nH]c1=O)C(=O)N(CC)CC,-11.0%,15.7%,-1.6,i,-3.2%,0.2%,4.5%,-5.3%,0.1%
Cc1ccc(SCc2nc(-c3ccc(C(=O)NCC(C)c4ccccc4)cc3)oc2C)cc1 (stereo not given),-2.4%,9.2µM*,/,/,/,4.1%,/,/,8.1%
CN(C(=O)c1ccc(=O)n(Cc2ccc(Cl)cc2)c1)c1ccccc1,-0.1%,-6.8%,-0.7,i,5.8%,0.0%,?,-4.2%,-17.9%
COc1ccc(CN2COc3ccc4c(-c5ccc(OC)cc5)cc(=O)oc4c3C2)cc1,28.6%,13.4%,/,/,/,9.7%,/,/,-4.7%
COc1ccccc1C(=O)NCC(=O)NCCC(c1ccccc1)c1ccccc1,-15.5%,?,-2.4,i,5.2%,-0.2%,-0.8%,2.2%,6.1%
CN(Cc1ccon1)C(=O)CC1C(=O)NCCN1Cc1cccc(Oc2ccccc2)c1 (stereo not given),-9.4%,-28.9%,1.7,i,3.2%,-0.3%,-7.0%,-4.6%,-5.6%

# Whole records, quoted from the list. Order of values: TGFb SMAD3 inh | Nrf2 inh | CCT chaperon mod | Akt phos inh | EPAC2 agonist | Nrf2 activator | EPAC2 antag | MmCpn inh | A549 viability
# CCOCCCN(Cc1cc2cc(C)cc(C)c2[nH]c1=O)C(=O)N(CC)CC is entered as -11.0% | 15.7% | -1.6 | i | -3.2% | 0.2% | 4.5% | -5.3% | 0.1%
# Cc1nc(C(F)(F)F)ccc1C(=O)N1CCC1(C)C(=O)NS(=O)(=O)c1cccc(Cl)c1 (stereo not given) is entered as 5.5% | / | 1.6 | i | 4.8% | -1.1% | 0.9% | / | /
# C[C@@H]1C(=O)OC[C@H]1NC(=O)OCc1ccccc1 is entered as 0.4% | ? | -0.6 | i | 7.3% | -0.4% | 11.9% | 1.4% | 6.8%
# COc1ccccc1C(=O)NCC(=O)NCCC(c1ccccc1)c1ccccc1 is entered as -15.5% | ? | -2.4 | i | 5.2% | -0.2% | -0.8% | 2.2% | 6.1%
# Cc1ccc(SCc2nc(-c3ccc(C(=O)NCC(C)c4ccccc4)cc3)oc2C)cc1 (stereo not given) is entered as -2.4% | 9.2µM* | / | / | / | 4.1% | / | / | 8.1%

# Later entries
SMILES,TGFb SMAD3 inh,Nrf2 inh,CCT chaperon mod,Akt phos inh,EPAC2 agonist,Nrf2 activator,EPAC2 antag,MmCpn inh,A549 viability
CCn1c(O)c(/C=C2\C=NN=C2c2ccccc2)sc1=S,-17.3%,-18.3%,-0.2,i,-1.6%,0.2%,2.4%,1.4%,-12.4%
COc1ccccc1N(CC(N)=O)S(=O)(=O)c1ccc(C)cc1,17.3%,0.5%,-0.6,i,1.6%,0.1%,23.7%,2.0%,?
COc1cccc(C(=O)N2CCN(C3CCC(c4ccccc4)CC3)CC2)c1OC (stereo not given),-2.8%,/,-0.5,i,-2.3%,0.0%,-3.3%,-0.3%,-4.3%
O=C(OCCN1CCCCC1)c1cc2ccccc2o1,-4.1%,-0.5%,0.8,i,7.9%,0.3%,-14.5%,-2.3%,-8.0%
Cc1ccc2c(c1)c1c3n2CCNC3CCC1 (stereo not given),-1.3%&-4.0%,-0.9%&19.4%,-60.5*!,i,-1.7%&-2.7%,0.7%&3.0%,-4.4%&13.2%,-3.8%&1.3%,?
CCn1c2ccccc2c2n[nH]c(=S)nc21,-9.6%,-6.4%,-2.4,i,8.0%,0.0%,-1.1%,-6.0%,-2.6%
O=C(c1ccccc1Cl)N1CCN(Cc2ccc3c(c2)OCO3)CC1,?,-20.3%,-3.4,i,9.5%,-1.0%,-5.6%,0.7%,1.1%
Cc1cccc(-n2ccnc2CN2CCC(CO)(Cc3ccccc3)CC2)c1,-12.9%,-9.4%,0.2,i,3.0%,-1.1%,4.0%,-0.2%,-12.0%

# Bioassay records as filed in PubChem BioAssay.
